Dengue-2 NS5 capping: flavivirus cap methylation enzyme inhibition – biochemical, confirmation dose response, primary screen (AID 588689) | 0.3% of 340,000 active | Dengue-2 NS5 methyltransferase capping enzyme assay, biochemical; higher % means a stronger effect | one-dose inhibition, % at 25 µM; IC50 in µM for titrated hits; in the data active = a potency from the dose series; inconclusive = inhibition above about 29% without an active follow-up result
LYP inhibition: PTPN22 lymphoid phosphatase activity blockers – biochemical, fluorescence intensity, uHTS (AID 1779) | inhibition, % at 11.5 µM, or IC50 in µM where a hit was titrated | recombinant LYP phosphatase, fluorescence intensity; higher % means a stronger effect | 0.054% of 290,000 active; in the data active = inhibition above about 50%;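 note: plate controls were vehicle with enzyme for no effect and no enzyme for full effect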
SV40 large T antigen: SV40 large T antigen inhibitors, biochemical (AID 1903). SV40 large T antigen ATPase/helicase inhibition assay; higher % means a stronger effect. inhibition, % at 20 µM; hits with a dose series show IC50 in µM. 0.39% of 310,000 active; in the data active = a potency from the dose series; inconclusive = inhibition mostly from about 32% at the one dose, without a potency; inactive = the rest, 99 in 100 with inhibition below about 32%; note: strong numbers were not always called active
XIAP displacement: small molecules displacing peptide from XIAP – biochemical, IAP family, fluorescence polarization (AID 1018); displacement, % at 20 µM, or IC50 in µM where a hit was titrated; XIAP BIR domain, fluorescence polarization peptide displacement; higher % means a stronger effect; 0.007% of 200,000 active; in the data active = displacement above about 50%; note: a part of the inactive calls stands beside numbers as strong as those of hits
HIV fusion peptide: cell-free HIV fusion peptide-binding blockers – biochemical, uHTS, fluorescence dequenching, primary screen (AID 1986); inhibition, % at 20 µM, or IC50 in µM where a hit was titrated; 0.3% of 290,000 active; cell-free peptide binding, fluorescence dequenching, 30 min; higher % means a stronger effect; in the data active = inhibition mostly above about 52%, no sharp cut-off; inactive = mostly below about 76%; note: some results filed as inactive read as strong as hits
Rac1 GTP hydrolysis: MgcRacGAP GTPase-activating activity inhibitors, confirmation, biochemical, ADP Hunter fluorescence. MgcRacGAP-stimulated Rac1 GTP hydrolysis, ADP Hunter fluorescence; higher % means a stronger effect; GST-tagged Rac1 F28L mutant substrate. inhibition, % at 30 µM, or IC50 in µM where a hit was titrated. AID 624330. 0.6% of 340,000 active;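 active = first-screen hits whose inhibition reached a set limit at any dose in the follow-up dose series; inconclusive = inhibition above the set first-screen limit but never retested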;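 note: fluorescence reports GDP produced by GAP-driven GTP hydrolysis; strong numbers were not always called active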
AID2073: inhibitors of Mint1-CaV2.2 protein interaction, biochemical, HTRF (AID 2073); HTRF protein-protein interaction, Mint1-CaV2.2; higher % means a stronger effect; one-dose inhibition, % at 20 µM; IC50 in µM for titrated hits; 0.19% of 290,000 active; in the data active = inhibition mostly above about 51%, no sharp cut-off; inconclusive = no clear call, values can overlap the other calls; inactive = mostly below about 53%; note: some results filed as inactive read as strong as hits
Siah-1 displacement: blockers of Siah-1 interaction with plectin peptide – biochemical, fluorescence polarization, rhodamine-plectin, uHTS, primary screen (AID 1817); Siah-1 / rhodamine-plectin peptide fluorescence polarization; higher % means a stronger effect; displacement, % at 20 µM, or IC50 in µM where a hit was titrated; 0.02% of 290,000 active;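 active = displacement of at least 50% at 20 µM, with a fluorescence ratio check between 0.3 and a set limit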;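 note: plate controls were Siah plus tracer with DMSO for no effect and tracer alone without Siah for full effect; strong numbers were not always called active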
RSV CPE inhibition: inhibition of RSV-induced cytopathic effect – HEp-2 cells, primary 10 µM value included (AID 2391) | 0.13% of 310,000 active | HEp-2 cells, RSV-induced CPE inhibition; higher % means a stronger effect | one-dose CPE inhibition, % at 10 µM; IC50 in µM for titrated hits; in the data active = a potency from the dose series; inconclusive = CPE inhibition mostly from about 23% at the one dose, without a potency; inactive = the rest, 99 in 100 with CPE inhibition below about 21%; note: strong numbers were not always called active
Numbers without * were called inactive; ? = inconclusive; nt = no result given; & = joins results of further samples.

SMILES | Dengue-2 NS5 capping | LYP inhibition | SV40 large T antigen | XIAP displacement | HIV fusion peptide | Rac1 GTP hydrolysis | AID2073 | Siah-1 displacement | RSV CPE inhibition
Cc1ccccc1-c1nc(CN2CCC(C(=O)NC3CCN(Cc4ccccc4)CC3)CC2)c(C)o1 | -1% | nt | 9% | nt | nt | 12% | nt | nt | -1.5%
O=C(CCNC(=O)c1ccc(Br)cc1)NC1CCCc2ccccc21 (stereo not drawn) | -6% | nt | 7% | nt | nt | 4% | nt | nt | 6.8µM*
Cc1ccc(-c2nn3nnnc3c3ccccc23)cc1C | 10% | -7% | 3% | -1.1% | -0.7% | -6% | -3% | -2% | 1.9%
S=c1[nH]nc(CCc2nc3ccccc3[nH]2)n1-c1cccc(Cl)c1 | -2% | -8% | nt | -4.7% | -0.1% | 2% | 3% | -2% | -0.6%
C[C@H](NC(=O)c1nc[nH]c1C(=O)NC1CCN(C(=O)OC(C)(C)C)CC1)C(=O)OCc1ccccc1 | 5% | 7% | 14% | -1.7% | -0.2% | 12% | 24% | 2% | -0.5%
CC1(C)Cc2nc3scc(NC(=O)c4ccccc4)c3cc2CO1 | nt | -5% | 9% | nt | -1.0% | nt | 1% | 8% | 2.7%
Cc1c(C)n(CCC#N)c2ccc(Cl)cc12 | -1% | -9% | 3% | -3.3% | 2.1% | 0% | 7% | -1% | ?
COc1ccc(NC(=O)CCS(=O)(=O)c2ccccc2Cl)cc1S(=O)(=O)Nc1ccc(Cl)cc1 | -4% | 0% | 11% | -1.2% | 1.5% | 4% | 2% | -1% | 1.9%
O=C(c1cc(COc2ccc3ncccc3c2)on1)N1CCCCCC1 | 4% | -7% | 29% | -7.3% | -1.4% | 0% | -5% | 0% | -0.9%
Cc1ccc(C(=O)NC(=S)N2CCN(c3ccc([N+](=O)[O-])cc3)CC2)cc1 | -5% | -5% | 10% | -3.1% | -2.3% | 1% | -8% | 2% | 3.6%
O=C1c2ccccc2-c2nnc(-c3ccc(O)cc3)cc21 | 7% | -2% | 3% | -9.1% | -4.3% | 7% | -4% | 3% | 10%
CCOC(=O)Nc1ccc2c(c1)N(C(=O)N1CCN(C)CC1)c1ccccc1CC2 | -8% | -7% | nt | -3.6% | -0.4% | 5% | -18% | 2% | -0.3%
C/C(=N\Nc1nncc2ccccc12)c1ccc(O)cc1 | -9% | -4% | -32% | nt | -1.4% | 17% | ? | -3% | 21%
CCCCCn1nc(-c2ccccc2)c2nc3ccccc3nc21 | ? | 5% | 1% | 2.2% | 70% | 8% | 25% | 10% | 1.9%
Cc1ccc(C(=O)NCc2ccc3c(c2)OCO3)cc1Cl | 3% | -4% | 9% | nt | -0.2% | 9% | 1% | 1% | 1.4%
CC1CCCN(C(=S)NCCc2ccccc2)C1 (stereo not drawn) | -2% | -8% | 2% | -2.2% | -3.0% | -1% | -27% | 0% | 0.8%
COCCN(C(=O)CSc1nnc(-c2ccccc2F)n1N)c1c(N)n(Cc2ccccc2)c(=O)[nH]c1=O | 11% | -6% | -8% | nt | -0.2% | 0% | -8% | -4% | -0.1%
CCc1cc(=O)[nH]c(SCCc2ccccc2)n1 | -1% | -7% | 8% | nt | -0.8% | 12% | -6% | 1% | -2.4%
C=C(C)Cn1c(N(CCO)Cc2ccccc2)nc2c1c(=O)[nH]c(=O)n2C | -5% | 1% | 3% | 1.4% | 0.9% | 5% | 5% | 4% | -1.6%
CCOC(=O)c1c(NC(=O)N/N=C/c2ccccc2OCC)sc(C(C)=O)c1C | -2% | -3% | 4% | -16% | 0.0% | 3% | 1% | 2% | nt

Five of these compounds, reformatted.
compound,Dengue-2 NS5 capping,LYP inhibition,SV40 large T antigen,XIAP displacement,HIV fusion peptide,Rac1 GTP hydrolysis,AID2073,Siah-1 displacement,RSV CPE inhibition
C[C@H](NC(=O)c1nc[nH]c1C(=O)NC1CCN(C(=O)OC(C)(C)C)CC1)C(=O)OCc1ccccc1,5%,7%,14%,-1.7%,-0.2%,12%,24%,2%,-0.5%
CC1(C)Cc2nc3scc(NC(=O)c4ccccc4)c3cc2CO1,nt,-5%,9%,nt,-1.0%,nt,1%,8%,2.7%
Cc1c(C)n(CCC#N)c2ccc(Cl)cc12,-1%,-9%,3%,-3.3%,2.1%,0%,7%,-1%,?
COc1ccc(NC(=O)CCS(=O)(=O)c2ccccc2Cl)cc1S(=O)(=O)Nc1ccc(Cl)cc1,-4%,0%,11%,-1.2%,1.5%,4%,2%,-1%,1.9%
O=C(c1cc(COc2ccc3ncccc3c2)on1)N1CCCCCC1,4%,-7%,29%,-7.3%,-1.4%,0%,-5%,0%,-0.9%

Further records.
SMILES | Dengue-2 NS5 capping | LYP inhibition | SV40 large T antigen | XIAP displacement | HIV fusion peptide | Rac1 GTP hydrolysis | AID2073 | Siah-1 displacement | RSV CPE inhibition
O=C(c1ccc(NC2=NC3CS(=O)(=O)CC3S2)cc1)N1CCN(c2ccc([N+](=O)[O-])cc2)CC1 (stereo not drawn) | 9% | 1% | 10% | nt | 2.2% | 8% | 4% | 2% | 5.2%
CN(C)S(=O)(=O)Nc1ccc(Br)cc1F | -2% | -2% | -3% | -2.5% | -2.0% | 4% | 3% | -3% | 1.2%
CCn1c(SCC(=O)N2CCCc3ccccc32)nnc1-c1ccoc1C | 9% | -5% | 2% | 1.0% | 1.4% | 11% | 9% | 5% | 1.0%
COc1cc(O)c(C(CC(=O)N2CCCC(C)C2)c2ccc3c(c2)OCO3)c(OC)c1 (stereo not drawn) | 5% | -6% | 6% | nt | 1.0% | 2% | 10% | 13% | 0.2%
Cn1c(=O)c2[nH]c(SCC(=O)c3ccc(F)cc3)nc2n(C)c1=O | 5% | 2% | 21% | nt | 0.1% | 6% | -24% | 4% | 0.7%
CCOCCCNC(=O)c1cc2c(=O)n3cccc(C)c3nc2s1 | 0% | -9% | 9% | nt | -1.3% | -6% | 23% | 2% | 1.3%
O=C(N/N=C\c1cccc(F)c1)c1ccc(-c2ccccc2)cc1 | -1% | -6% | 5% | nt | -0.5% | 3% | 31% | -4% | 1.0%
COc1ccc(NC(=O)c2ccccc2N(Cc2ccccc2)S(C)(=O)=O)cc1 | -12% | -9% | 6% | -6.2% | -0.5% | 1% | -2% | 5% | 2.0%
COc1ccc(CCNC(=O)C2CC(=O)N(C3CCCCCCC3)C2)cc1OC (stereo not drawn) | -2% | -4% | 9% | -6.6% | -2.6% | 0% | 0% | 7% | nt
Cc1ccc(NC2=NC(c3ccc(C)cc3)n3c(nc(C)cc3=O)N2)cc1 (stereo not drawn) | -6% | -6% | 12% | -2.3% | -2.4% | 6% | 0% | -4% | -0.7%
CCN(CC)C(=O)CN1C(=O)NC2(CCc3ccccc3C2)C1=O (stereo not drawn) | -1% | -3% | 6% | -3.5% | 1.1% | 5% | 3% | -2% | -0.2%
CCOc1ccc(-n2ccnc(SCC(=O)Nc3ccc(OC)cc3OC)c2=O)cc1 | 9% | nt | ? | nt | nt | 5% | nt | nt | 15%
N#Cc1cc2cc3c(cc2nc1SCC(=O)N1CCOCC1)OCO3 | 0% | -7% | 4% | nt | -2.7% | 3% | 18% | 1% | 5.0%
CCOC(=O)CNC(=S)NN(C)C | 8% | -7% | 5% | nt | 0.5% | 2% | -1% | 0% | nt
CCOC(=O)N1CCN(C(=O)CNC(=O)c2ccc(Br)o2)CC1 | nt | -12% | 2% | nt | -1.1% | 8% | 4% | 7% | 0.8%
NC(=O)CCC(NC(=S)Nc1ccccc1)C(=O)O (stereo not drawn) | 3% | -4% | 15% | nt | -0.6% | 12% | -4% | 1% | 1.8%
CCCCCN(C(=O)CCC(=O)OCC(=O)N1CCCC(C)C1)c1c(N)n(CCCC)c(=O)[nH]c1=O (stereo not drawn) | 0% | -8% | 7% | nt | 1.0% | 8% | -5% | 5% | 1.3%
C=CCN1N=C(c2ccc(NC(=O)c3ccccc3)cc2)CSC1=O | -8% | -6% | 1% | -19% | 2.3% | 16% | 24% | 17% | 1.2%
O=c1[nH]c2ccccc2n2c(=S)[nH]nc12 | -18% | -3% | 25% | nt | -0.3% | 109µM* | 45% | -3% | 3.9%
Cc1nccn1CC1CCc2c(c3ccccc3n2C)C1=O (stereo not drawn) | 2%&0% | 0% | 5%&21% | nt | -0.1% | 7%&6% | -1% | 2% | -1.9%&-2.9%
CCN(C(=S)NC(=O)C1CC1)c1ccccc1 | -9% | -10% | 26% | nt | -0.5% | 8% | ? | 0% | 2.3%
O=C(c1ccc(Br)o1)N1CCN(c2ccc3nnc(-c4ccc(F)cc4)n3n2)CC1 | -6% | -1% | 6% | 2.7% | 0.8% | 0% | 4% | 6% | 1.2%
CCCN1C(=O)C(NC(C)=O)c2ccccc21 (stereo not drawn) | 1% | -8% | 0% | -3.4% | -1.4% | 5% | -2% | -5% | 2.7%
COc1ccc(NC(=O)CN(C)C(=O)Cc2n[nH]c(=O)c3ccccc23)cc1 | 1% | nt | 1% | nt | nt | -3% | nt | nt | -1.0%
Cc1ccc(S(=O)(=O)Nc2nc(C)c(C(=O)NNS(=O)(=O)c3ccccc3)s2)cc1 | 2% | -4% | 8% | nt | 3.1% | 0% | 6% | 0% | -1.2%
Cc1cc(Nc2ncc(Cl)cc2Cl)n(-c2ccccn2)n1 | 4% | -11% | -1% | -2.4% | 1.7% | 6% | 29% | -3% | nt
N#Cc1c(-c2cccs2)cc(-c2cccnc2)nc1N | 4% | -10% | 14% | -2.4% | -2.5% | 6% | 8% | 3% | -0.7%
CCOc1ccc(NC(=O)COC(=O)COc2cccc3c2OC(C)(C)C3)cc1 | -5% | -6% | 4% | nt | -0.5% | 7% | -1% | 1% | 0.9%
COCCNC(=S)N1C2CCC1CC(NC(=O)NC13CC4CC(CC(C4)C1)C3)C2 (stereo not drawn) | 1% | -5% | 7% | -1.8% | -3.9% | 6% | -11% | 4% | -0.1%
Clc1ccc(CNc2ccccc2NCc2ccc(Cl)nc2)cn1 | 8% | -5% | 8% | 0.8% | 2.9% | -2% | -10% | 28% | 6.1%

Among those listed so far, these have two or more sulfur atoms.
SMILES | Dengue-2 NS5 capping | LYP inhibition | SV40 large T antigen | XIAP displacement | HIV fusion peptide | Rac1 GTP hydrolysis | AID2073 | Siah-1 displacement | RSV CPE inhibition
COc1ccc(NC(=O)CCS(=O)(=O)c2ccccc2Cl)cc1S(=O)(=O)Nc1ccc(Cl)cc1 | -4% | 0% | 11% | -1.2% | 1.5% | 4% | 2% | -1% | 1.9%
O=C(c1ccc(NC2=NC3CS(=O)(=O)CC3S2)cc1)N1CCN(c2ccc([N+](=O)[O-])cc2)CC1 (stereo not drawn) | 9% | 1% | 10% | nt | 2.2% | 8% | 4% | 2% | 5.2%
Cc1ccc(S(=O)(=O)Nc2nc(C)c(C(=O)NNS(=O)(=O)c3ccccc3)s2)cc1 | 2% | -4% | 8% | nt | 3.1% | 0% | 6% | 0% | -1.2%

Compound activity (PubChem)
